Screening results deposited in PubChem BioAssay by several laboratories.
CendR NRP1 mod: modulators of CendR peptide binding to NRP-1, primary screen, biochemical, fluorescence polarization, uHTS | Neuropilin-1 (Homo sapiens), O14786 | FAM-RPARPAR peptide binding to NRP-1 | inhibition, % at 25 µM | actives 0.85% (n = 360,000) | AID 602438, 2012;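 active = inhibition or corrected inhibition above about 18%, plus a signal ratio from 0.5 to 1.5, limit read from the data, passing the limit was not always enough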; also: strong numbers were not always called active
MT1-MMP act inh: blockers of MT1-MMP proenzyme processing, primary screen, HT1080 RFP-PRO-GFP cells, GFP/RFP fluorescence; GFP/RFP ratio change, % at 20 µM; actives 0.061% (n = 360,000); AID 651647, 2012; GFP/RFP ratio fluorescence, overnight; percent of plate control window, DMSO zero;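 active = GFP/RFP ratio change of at least 30% with cell ATP level not reduced by more than half and red fluorescence within 50% of control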; also: strong numbers were not always called active
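Test system: HT1080 cells expressing an RFP-PRO-GFP fluorescent reporter construct / Compound dosing: single-point 20 µM compound, 1% DMSO / Schedule: cells overnight before dosing, compound overnight, 37 °C, 5% CO2 / Evaluation: GFP/RFP fluorescence ratio / Control set: DMSO and RFP-L50D-GFP cell wells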
SKN-1 inh: suppressors of acrylamide-induced Pgst-4::GFP reporter in worms, primary screen, SKN-1 inhibitor project, whole organism, uHTS, GFP/RFP fluorescence ratio, strain VP596; C. elegans VP596 Pgst-4::GFP/RFP ratio, 24 h; inhibition, % at 21.8 µM; actives 0.49% (n = 360,000); AID 624304, 2012;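 active = interference check ratio from 0.5 to 1.5 plus GFP to RFP signal ratio inhibition reaching or exceeding a fixed threshold, cut at about 30% in these data, passing the limit was not always enough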; also: some compounds called inactive have numbers as strong as hits
FAS-TE inh: FAS thioesterase domain inhibitors, primary screen, biochemical, fluorescence intensity, uHTS | Fatty acid synthase (Homo sapiens), P49327 | recombinant FAS-TE, OMFH fluorogenic substrate, fluorescence endpoint | inhibition, % at 15 µM | actives 0.67% (n = 360,000) | AID 602261, 2012;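 active = compounds whose normalised, plate-corrected inhibition of enzyme fluorescence in the single-dose primary screen is 50% or more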;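 also: 0% = DMSO with enzyme and 100% = substrate without enzyme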
MLLE-PAM2 inh: inhibitors of PABP1 MLLE–PAM2 peptide binding, primary screen, biochemical, fluorescence polarization, FITC-PAM2, GST-MLLE; Polyadenylate-binding protein 1 (Homo sapiens), P11940; inhibition, % at 20 µM; actives 0.36% (n = 360,000); in the data active = inhibition above about 35%, passing the limit was not always enough;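 also: plate controls were DMSO wells with GST-MLLE for no effect and wells lacking GST-MLLE protein for full effect; some results filed as inactive read as strong as hits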
Rin1 Abl inh: inhibitors of Rin1-Abl protein binding, primary screen, biochemical, TR-FRET; Tyrosine-protein kinase ABL1 (Homo sapiens) + Ras and Rab interactor 1 (Homo sapiens), …; inhibition, % at 7.35 µM; actives 0.4% (n = 360,000); AID 588664, 2011; in the data active = inhibition above about 5%, passing the limit was not always enough
bovine MsrA act: bovine MsrA enzyme activators, primary screen, biochemical, absorbance, HTS | actives 0.3% (n = 360,000) | Methionine sulfoxide reductase A (Bos taurus) | purified bovine MsrA, absorbance read-out | AID 602163, 2012 | activation, % at 10.6 µM; in the data active = activation above about 7.5%;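 also: 0% = vehicle and 100% = reference activator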
eLon inh: inhibitors of E. coli Lon protease, primary screen, biochemical, fluorescence polarization; purified E. coli Lon protease; actives 0.42% (n = 360,000); inhibition, % at 7.94 µM; AID 602123, 2011; in the data active = inhibition above about 13%, passing the limit was not always enough;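 also: 0% = enzyme with probe and DMSO and 100% = no enzyme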
Neddylation inh: inhibitors of cullin neddylation, primary screen, biochemical, TR-FRET, uHTS, NAE and Ubc12 | AID 651699, 2012 | NEDD8-conjugating enzyme Ubc12 (Homo sapiens) + NEDD8-activating enzyme E1 regulatory … | actives 0.58% (n = 360,000) | calls only at 25 µM; in the data active = inhibition above about 36%
Target sequence (P61081 whole entry, looked up): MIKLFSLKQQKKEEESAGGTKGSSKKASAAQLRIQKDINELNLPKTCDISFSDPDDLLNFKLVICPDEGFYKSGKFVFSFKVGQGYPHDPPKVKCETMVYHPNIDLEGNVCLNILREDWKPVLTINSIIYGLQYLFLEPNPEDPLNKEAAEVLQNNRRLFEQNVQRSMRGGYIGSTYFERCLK
Target sequence (Q13564 whole entry, looked up): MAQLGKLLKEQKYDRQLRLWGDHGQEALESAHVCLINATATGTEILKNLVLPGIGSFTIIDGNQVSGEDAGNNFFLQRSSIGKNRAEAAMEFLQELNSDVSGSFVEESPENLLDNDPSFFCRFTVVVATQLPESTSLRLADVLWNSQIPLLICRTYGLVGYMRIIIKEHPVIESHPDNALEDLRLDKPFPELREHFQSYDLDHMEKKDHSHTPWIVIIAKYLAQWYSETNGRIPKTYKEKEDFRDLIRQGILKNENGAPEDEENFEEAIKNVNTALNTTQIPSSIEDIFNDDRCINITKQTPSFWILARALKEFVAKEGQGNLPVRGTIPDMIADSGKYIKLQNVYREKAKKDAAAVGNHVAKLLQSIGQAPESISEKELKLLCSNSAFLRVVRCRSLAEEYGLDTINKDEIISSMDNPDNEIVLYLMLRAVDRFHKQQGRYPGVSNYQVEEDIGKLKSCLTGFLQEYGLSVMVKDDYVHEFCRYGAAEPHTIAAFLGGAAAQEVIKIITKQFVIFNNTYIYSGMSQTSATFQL
Active calls of the source: *; i = inactive; x = no result given; + = active, no number.

SMILES	CendR NRP1 mod	MT1-MMP act inh	SKN-1 inh	FAS-TE inh	MLLE-PAM2 inh	Rin1 Abl inh	bovine MsrA act	eLon inh	Neddylation inh
O=C(Nc1ccc(N=Nc2ccccc2)c(NC(=O)C2CCCO2)c1)C1CCCO1 (stereo not drawn)	8	12	19	17	8	-6	-4	0	i
O=C(COC(=O)c1ccc2ncsc2c1)Nc1ccccc1Cl	-2	0	15	1	-2	1	-3	-8	i
CNS(=O)(=O)c1ccc(N2CCCC2=O)c([N+](=O)[O-])c1	13	1	-3	-10	3	1	-9	-7	i
CCOc1cccc(C(=O)Nc2nnc(-c3ccco3)s2)c1	-32	3	6	-2	0	2	-2	3	i
Cc1ccc(OCc2nnc(SCC(=O)N3c4ccccc4Sc4ccc(Cl)cc43)o2)cc1	-3	-3	5	30	-95	-3	-4	4	i
O=c1[nH][nH]c(=O)c2c1[nH]c(=S)n2Cc1ccccc1	2	-6	15	-4	6	3	-4	-15	i
COc1ccc(NC2CCCN(C(=O)COc3ccc(C)cc3)C2)cc1 (stereo not drawn)	2	0	4	4	4	-2	-2	-1	i
CC(NC(=O)CCl)c1ccccc1Br (stereo not drawn)	-1	-1	2	-4	-1	-4	-2	-3	i
Cc1cccc(NC(=O)CN2C(=O)N/C(=C/c3ccc(-c4cccc(C(=O)O)c4C)o3)C2=O)c1	-4	-8	-2	-7	8	-1	-7	-3	i
CC(C)CC1(C(=O)NCc2ccccn2)C=CCN1C(=O)c1ccccc1 (stereo not drawn)	6	3	8	-8	8	1	0	-3	i
O=C1C=C(Nc2ccccc2)CC(c2ccccc2)C1 (stereo not drawn)	5	1	-4	-5	-1	5	-10	-1	i
CCn1c(-c2ccc(F)cc2)n[nH]c1=S	-2	4	12	-5	-16	-2	2	1	i
COCCCNC(=S)NNC(=O)c1csc(C)n1	12	-2	-7	-4	5	5	-3	-4	i
CCOC(=O)c1nnn(-c2nonc2-c2ccccc2)c1C	6	12	-7	1	-12	-1	0	4	i
CCCN1CNc2c(c(=O)[nH]c(=S)n2CCc2ccccc2)C1	7	2	-4	2	-42	-3	-6	-4	i
O=C1CCCN2N=C(SCC(=O)Nc3cccc(Cl)c3)SC2=N1	-1	-6	16	-1	0	2	2	-13	i
COc1ccc(N2Cc3cccc(C(=O)N4CCN(C(=O)c5ccco5)CC4)c3C2=O)cc1	-17	1	0	-6	-10	-4	5	-8	i
COc1cc(-c2cnc3c(NC(C)=O)cc(-c4cccc(C(=O)NCCO)c4)cn23)cc(OC)c1OC	-7	10	-4	-4	-74	-2	-4	-10	i
COc1ccc(C(=O)NNc2cc(C)nc(NNC(=O)c3ccc(OC)cc3)n2)cc1	0	1	2	-5	-2	5	-12	0	i
CCOc1ccc(Cn2c(O)cc(=O)[nH]c2=O)cc1	-38	-12	-3	-5	-25	2	8	-74	i
O=[N+]([O-])c1ccc(Nc2cccc3c2[nH]c2c(-c4ccccc4)nccc23)c([N+](=O)[O-])c1	0	7	24	41	-31	8	-3	-10	i
COc1ccc(N2CC(C(=O)Nc3ccc(S(=O)(=O)Nc4nc(C)cc(C)n4)cc3)CC2=O)cc1 (stereo not drawn)	-5	-2	3	-7	-6	3	0	-5	i
Cn1nnnc1SCC(=O)N1CCN(C(=O)c2ccco2)CC1	-11	-2	-3	-11	16	1	-4	21	i
O=C(Nc1ccc2oc(-c3cccnc3)nc2c1)c1ccco1	-25	0	6	-4	4	1	-2	-1	x
O=C(N/N=C/c1cccc(OC(=O)c2cccc(Br)c2)c1)c1cccnc1	5	3	-1	1	-7	-2	0	-6	i
CCOc1[nH]n(-c2ccc(Cl)cc2)c(=O)c1C=Nc1ccc(Cl)cc1	1	7	1	5	12	3	0	14	i
CNc1nc(OCC(F)(F)F)nc(N2CCOCC2)n1	-8	0	-14	-3	-6	-1	-3	-5	i
C=CCOc1ccc(C(=O)CC)cc1OC	-6	3	4	-5	-1	-1	-3	-5	i
Clc1ccc(-c2csc(=Nc3cccnc3)n2CCCn2ccnc2)cc1Cl	-8	-20	6	-7	-1	-7	-5	6	i
COC(=O)CCC(=O)Nc1ccc2oc3c(c2c1)CCCC3	5	1	4	-2	-10	1	-4	-3	i
CC(C)CC1(C)NC(=O)N(Cc2cc([N+](=O)[O-])cc3c2OCOC3)C1=O (stereo not drawn)	15	-3	-3	8	-26	1	-9	-5	i
CC(=O)NCC1(c2ccccc2)CCN(CC2COc3ccccc3O2)CC1 (stereo not drawn)	3	0	-6	-4	-9	6	1	-2	i
CN(C)S(=O)(=O)c1cc(NC(=O)CN2CCNC(=O)C2)ccc1Cl	9	2	-6	-5	-21	1	-2	1	i
COc1ccccc1Oc1cn[nH]c1-c1ccc(O)cc1O	1	5	15	-138	-8	4	-1	-7	i
CC(C)Cn1c(Cc2ccccc2)n[nH]c1=S	4	1	3	-7	-12	5	0	-2	i
CCOC(=O)C1CCCN(C(=O)c2ccc(CS(=O)(=O)Cc3ccccc3C)o2)C1 (stereo not drawn)	-6	1	-8	-6	6	-3	-10	1	i
CCn1c(C)nc2cc(C(=O)N/N=C/c3ccccc3C)ccc21	8	5	6	-2	2	-2	-1	-5	i
COc1ccc(NC(=O)CSc2ccccn2)c([N+](=O)[O-])c1	13	7	5	13	6	-1	-2	2	i
COC(=O)c1ccccc1NC(=O)Nc1ncccc1C	11	3	-4	-7	-12	-2	-12	-5	i
Cc1ccc(S(=O)(=O)c2cc3ccccc3oc2=Nc2ccc3c(c2)OCCO3)cc1	-10	-8	10	28	2	-1	-3	2	i
O=C(c1ccccc1)N1CCN(C(=O)c2ccccc2Br)CC1	10	0	3	-6	-6	2	-1	-4	i
FC(F)Oc1ccc(-c2c[n+]3c(n2-c2ccccc2)CCCCC3)cc1	6	-1	-12	-4	-8	2	-2	-5	i
COC(=O)c1cc(C(=O)Nc2ccc(Cl)cn2)cc([N+](=O)[O-])c1	10	3	2	42	2	-2	-2	3	i
COc1ccc(S(=O)(=O)N2CCOCC2)cc1NC(=O)COC(=O)c1ccc([N+](=O)[O-])s1	-28	-6	8	-2	7	3	20*	5	i
Cc1ccc(S(=O)(=O)NCC(=O)N(CC(=O)NC2CCCC2)CC2CCCO2)cc1 (stereo not drawn)	4	-2	20	-6	-2	-1	-1	-6	i
CCOC(=O)c1ccc(NC(=O)Cn2nnc3ccccc32)cc1	-2	-8	-3	-2	0	3	-3	-3	i
O=C(COC(=O)c1cccnc1SCC(=O)NCc1ccccc1)NCc1ccccc1	-14	-3	-24	-5	10	0	-5	-3	i
Cc1cccc(CS(=O)(=O)Cc2ccc(C(=O)NCCN3CCCCC3C)o2)c1 (stereo not drawn)	-4	2	20	-7	11	2	2	1	i
O=C(NCc1ccccn1)c1cc(Br)ccc1Cl	-2	1	0	-5	-6	2	-9	-5	i
COc1cccc(C(=O)NCC2CCCN(C(=O)c3ccc(C=O)cc3)C2)c1OC (stereo not drawn)	8	-2	-2	-5	2	2	-4	-8	i
O=C(O)c1cc(N2C(=O)CCC2=O)ccc1NCc1cccnc1	6	-1	-4	-5	5	-3	-1	6	i
COc1ccc(NC(=O)NNC(=O)c2ccc3ccccc3c2O)c(OC)c1	-1	-6	0	-6	-3	-2	-4	-3	+
Cc1cc(C)n(CC(C)NCc2cn[nH]c2-c2ccc(C)c(C)c2)n1 (stereo not drawn)	0	-5	0	-3	-5	1	0	-1	i
CCCC(C(=O)Nc1ccncc1)c1ccccc1 (stereo not drawn)	2	4	-1	-1	-11	4	-2	-11	i
Nc1ccc(C(=O)N/N=C\c2cc(N=Nc3cccc4ccccc34)ccc2O)cc1	-3	22	6	14	-18	2	-5	2	i
Cc1[nH]c2ccccc2c1C=NNC(=O)c1cc(-c2cccnc2)nc2ccccc12	-8	-6	-1	3	-13	-1	-7	-15	i
Cc1cc(C(=O)CSc2nc3ccccc3n2C)c(C)n1C	4	0	4	-1	-28	1	-2	-2	i
NC(=O)C[n+]1cccc(C(=O)Nc2ccccc2)c1	5	-4	-19	-3	-110	-1	-6	2	i
Cc1cccc(C(=O)N2CCN=C2SCc2ccc([N+](=O)[O-])cc2)c1	4	1	2	-57	-6	1	-3	-13	i
Cc1cccc(C)c1Nc1nnc(SCC(=O)NCc2cccs2)s1	-2	3	15	-8	1	1	-1	2	i

Whole records from above.
Entry for O=C(COC(=O)c1cccnc1SCC(=O)NCc1ccccc1)NCc1ccccc1 = CendR NRP1 mod = -14; MT1-MMP act inh = -3; SKN-1 inh = -24; FAS-TE inh = -5; MLLE-PAM2 inh = 10; Rin1 Abl inh = 0; bovine MsrA act = -5; eLon inh = -3; Neddylation inh = i
Entry for Nc1ccc(C(=O)N/N=C\c2cc(N=Nc3cccc4ccccc34)ccc2O)cc1 = CendR NRP1 mod = -3; MT1-MMP act inh = 22; SKN-1 inh = 6; FAS-TE inh = 14; MLLE-PAM2 inh = -18; Rin1 Abl inh = 2; bovine MsrA act = -5; eLon inh = 2; Neddylation inh = i
Entry for CN(C)S(=O)(=O)c1cc(NC(=O)CN2CCNC(=O)C2)ccc1Cl = CendR NRP1 mod = 9; MT1-MMP act inh = 2; SKN-1 inh = -6; FAS-TE inh = -5; MLLE-PAM2 inh = -21; Rin1 Abl inh = 1; bovine MsrA act = -2; eLon inh = 1; Neddylation inh = i

Carrying on.
SMILES	CendR NRP1 mod	MT1-MMP act inh	SKN-1 inh	FAS-TE inh	MLLE-PAM2 inh	Rin1 Abl inh	bovine MsrA act	eLon inh	Neddylation inh
CC(=O)N[C@H]1[C@H](Oc2ccc3c(c2)CCC2C3CC[C@]3(C)C(=O)CCC23)O[C@H](CO)[C@@H](O)[C@@H]1O (stereo partly drawn)	-1	-2	-7	-6	14	-1	-7	6	i
Cc1nc(NC(=O)c2ccccc2)sc1C1(C)CC(c2ccccc2F)=NO1 (stereo not drawn)	4	1	-6	4	10	3	-4	-6	i
O=P(OC1CCS(=O)(=O)C1)(c1ccccc1)c1ccccc1 (stereo not drawn)	2	-1	-18	-5	2	2	-2	3	i
CC(C)C(=O)N1CCN(c2nc3ccc(Cl)cc3s2)CC1	-2	0	23	-4	-6	3	-4	-5	i
Cc1cc(C)n(-c2nncn2NC(=O)c2ccc(Cl)cc2O)n1	-2	-2	6	-8	2	0	2	-5	i
COc1ccccc1-n1c(SCC(=O)Nc2ccc(F)cc2)nc2c(c1=O)SCC2	-6	0	2	2	6	1	-1	-1	i
CCCC(=O)NC(C)C(c1cccs1)N1CCN(c2ccccc2)CC1 (stereo not drawn)	7	-10	4	-6	9	-3	-2	8	i
Cc1ccc(C(=O)NCc2ccc(N3CCN(C)CC3)cc2)cc1C	6	-1	-4	-1	4	2	0	-1	i
Cc1ccc(SCCNC(=O)c2ccc(C)c(S(=O)(=O)Nc3cccc(C)c3)c2)cc1	-10	-2	3	30	1	0	1	14	i
Cc1ccc(S(=O)(=O)N2C[C@H]3N(C(=O)OC(C)C)N(C(=O)OC(C)C)C[C@H](OC(=O)NCc4ccccc4F)[C@@]3(O)C2)cc1	1	1	-9	7	4	0	-3	-5	i
COC(=O)c1ccc(NC(=O)c2ccc(C)cc2)o1	-26	2	4	1	8	0	-5	1	i
CC(=O)N1CCN(c2ccc(NC(=O)c3ccc4c(c3)OCO4)cc2)CC1	0	0	11	-10	-8	2	-9	-5	i
